thrombin 1536 = thrombin (human) inhibition; P00734; alpha-thrombin, Boc-VPR-AMC fluorogenic substrate cleavage; inhibition, % at 5 µM; hit rate 0.26% among 220,000; AID 1046;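 active = inhibition at or above 40%; inactive = inhibition below 40%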;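 note: 0% = enzyme with no compound and 100% = wells without enzyme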
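Material: human alpha-thrombin protein. Incubation: reaction at ambient temperature. Technique: fluorescence of released AMC, ex 355 nm, em 460 nm. Control set: no-compound enzyme wells and no-enzyme blanks. Also added: Boc-VPR-AMC substrate, 15 µM final. Buffer or medium: pH 7.5 Tris (50 mM) with NaCl 150 mM, Tween 20 0.05%.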
m-calpain inh = inhibitors of pig calpain II; purified calpain II, fluorogenic peptide substrate, 30 min; inhibition, % at 16 µM; hit rate 0.37% among 220,000;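 active = inhibition above about 50%, limit read from the data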
TRPML3 agonist = agonists of human TRPML3 channel; AID 1448; hit rate 0.29% among 220,000; HEK293 TRPML3-YFP, Fluo-8 calcium fluorescence; 100% = the carbachol control signal; activation, % at 3 µM; Q8TDD5;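 active = activation above its plate's cutoff, the mean activation of the plate's test wells plus 3 SD, cut at about 12% in these data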;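 note: 0% = DMSO only wells and 100% = carbachol wells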
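Test system – HEK293 line with stable expression of human TRPML3-YFP channel · Control set – carbachol 87 µM final as high control (100%), DMSO as low control (0%) · Signal – Fluo-8 calcium dye fluorescence, ex 470-495, em 515-575 nm · Incubation – 1-h 37 °C dye load, 5-s basal, 120-s post-compound reads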
EBV gp42 block = inhibitors of Epstein-Barr virus glycoprotein 42. Fluorescence polarization binding assay, mP read-out. Q1HVG2. hit rate 0.42% among 220,000. inhibition, % (tested at 21.74 µM); in the data active = inhibition above about 50%
Furin inhibitor = human furin inhibition | P09958 | purified furin, fluorogenic substrate cleavage | inhibition, % at 30 µM | hit rate 0.061% among 220,000; in the data active = inhibition above about 25%; note: inactives centre near -15
Tb hexokinase = T. brucei hexokinase 1 inhibition. hit rate 0.11% among 220,000. AID 1430. inhibition, % at 10 µM. recombinant TbHK1, G6PDH-coupled NADH A340;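 active = inhibition of 50% or more in the single-dose primary screen; inactive = inhibition below 50%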
Cl transport mod = modulates chloride dependent transport by human KCC2; AID 1456; B-score of Tl+ flux slope (higher = more flux/activation; lower = inhibition) at 10 µM; hit rate 2.2% among 190,000; Q9H2X9; KCC2 cells, thallium flux FluoZin-2 fluorescence;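 active = thallium flux slope and its plate-corrected score both differing from the plate sample mean at a set confidence after two filtering rounds, in either direction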;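 note: slope of fluorescence scaled to starting intensity during 10 to 20 s after thallium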
Target sequence (Q9H2X9 whole entry, looked up): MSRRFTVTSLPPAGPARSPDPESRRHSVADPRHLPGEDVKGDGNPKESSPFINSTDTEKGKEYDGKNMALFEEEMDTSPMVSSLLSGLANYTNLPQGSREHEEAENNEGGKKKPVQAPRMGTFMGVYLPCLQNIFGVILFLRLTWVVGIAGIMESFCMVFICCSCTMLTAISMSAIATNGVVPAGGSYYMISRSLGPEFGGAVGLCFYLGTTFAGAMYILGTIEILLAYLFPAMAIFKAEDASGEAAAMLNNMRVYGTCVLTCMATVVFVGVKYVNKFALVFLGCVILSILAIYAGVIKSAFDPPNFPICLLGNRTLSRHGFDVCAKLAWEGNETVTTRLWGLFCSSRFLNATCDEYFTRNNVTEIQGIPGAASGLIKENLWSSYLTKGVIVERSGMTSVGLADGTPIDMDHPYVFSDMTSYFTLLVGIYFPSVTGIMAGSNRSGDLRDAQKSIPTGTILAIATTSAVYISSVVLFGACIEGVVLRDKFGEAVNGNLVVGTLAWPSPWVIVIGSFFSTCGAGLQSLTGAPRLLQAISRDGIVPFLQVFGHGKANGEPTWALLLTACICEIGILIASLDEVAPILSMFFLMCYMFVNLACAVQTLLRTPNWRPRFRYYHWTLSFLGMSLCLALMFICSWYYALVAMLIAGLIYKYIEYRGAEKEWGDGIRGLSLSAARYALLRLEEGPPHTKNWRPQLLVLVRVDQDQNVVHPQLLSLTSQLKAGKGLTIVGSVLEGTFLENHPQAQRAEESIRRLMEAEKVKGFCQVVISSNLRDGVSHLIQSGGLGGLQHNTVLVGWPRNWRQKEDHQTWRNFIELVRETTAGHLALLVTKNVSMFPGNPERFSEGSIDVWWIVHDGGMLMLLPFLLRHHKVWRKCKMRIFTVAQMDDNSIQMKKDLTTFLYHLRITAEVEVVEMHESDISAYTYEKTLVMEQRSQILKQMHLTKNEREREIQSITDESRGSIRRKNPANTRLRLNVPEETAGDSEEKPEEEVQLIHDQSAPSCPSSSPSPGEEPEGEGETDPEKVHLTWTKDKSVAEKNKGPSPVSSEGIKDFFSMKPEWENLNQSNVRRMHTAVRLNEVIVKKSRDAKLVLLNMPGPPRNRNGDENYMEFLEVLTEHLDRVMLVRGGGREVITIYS
PPC-1+TRAIL kill = compounds killing PPC-1 cancer cells with TRAIL present (potentiator screen, no TRAIL-free arm). hit rate 0.41% among 220,000. cell killing (% activity), % at 4 µM. PPC-1 cells + TRAIL, ATPLite viability luminescence. AID 1443;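 active = cell killing above 50% in the first pass at 4 µM, then a duplicate retest at 5 µM averaging 50% or more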;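 note: plate controls were cells with TRAIL plus DMSO for no effect and medium-only wells lacking cells for full effect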
zfTRPN1 agonist = activates the zebrafish TRPN1 channel. HEK293 zebrafish TRPN1-YFP, Fluo-8 calcium fluorescence; 100% = response to 87 µM carbachol. activation, % at 3 µM. hit rate 0.18% among 220,000. AID 1424;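 active = activation above its plate's cutoff, the mean activation of test wells on that plate plus 3 SD, cut at about 19% in these data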;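 note: 0% = DMSO alone and 100% = 87 µM carbachol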
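Material – zebrafish TRPN1-YFP in HEK293 cells · Doses – 3 µM single point · Schedule – dye 1 h 37 °C plus 30 min RT · Signal – Fluo-8 calcium fluorescence, excitation 470-495 nm, emission 515-575 nm · Read-out – % activation versus carbachol response · Control set – carbachol high, DMSO low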
* hit, by the source's call; i = inactive; . = not tested or not shown; [ ] = remark or other dose.

SMILES	thrombin 1536	m-calpain inh	TRPML3 agonist	EBV gp42 block	Furin inhibitor	Tb hexokinase	Cl transport mod	PPC-1+TRAIL kill	zfTRPN1 agonist
N#Cc1c2ccc(OCC(N)=O)cc2n2ccccc12	-4.3	i	0.8	23.3	-19.2	-7.3	-0.97	21.7	-0.1
C=CCn1c(Cc2ccccc2)nnc1SCc1nc2ccccc2c(=O)[nH]1	1.4	26.0	0.7	-16.4	-1.8	4.6	0.0293	0.5	0.7
Cn1cccc1Cc1nnc(SCC(N)=O)n1-c1ccc(F)cc1	-7.9	20.9	-0.1	5.0	-25.7	3.0	0.878	6.8	1.2
Cc1c(Br)c([N+](=O)[O-])nn1CC(=O)NCc1ccccn1	5.0	-20.4	-0.3	-9.6	-16.4[20 µM]	-1.0	.	10.7	0.8
CCN1C(=O)CC(C(=O)O)SC1=Nc1ccc(OC)cc1 (stereo not drawn)	-3.3	-5.5	0.3	2.4	-0.8	4.8	-0.119	-5.6	0.7
C=CCCC(=O)Nc1nc(C)c(-c2csc(Nc3ccccc3OC)n2)s1	2.9	-4.9	1.0	-15.2	-16.0[20 µM]	-11.9	-0.766	-16.1	0.1
CCOc1ccc2[nH]c(C)c(CN3CCN(CC)CC3)c(=O)c2c1	-0.9	-1.5	0.6	-11.9	-20.9	-14.2	.	28.0	0.7
CN1CCN(C(=O)/C(=C\c2cccc([N+](=O)[O-])c2)NC(=O)c2cccs2)CC1	-5.3	10.6	0.6	-20.7	-19.0	-8.7	0.687	11.8	0.0
O=C(CSc1nc2ccccc2c(=O)n1CCC(=O)N1CCCCC1)NCc1ccccc1	3.3	-8.8	0.4	-2.6	-18.7[20 µM]	-2.1	-0.968	15.3	0.2
COC(=O)c1sc(N2C(=O)C(=O)/C(=C(/O)c3ccc(C)cc3)C2c2ccco2)nc1C (stereo not drawn)	4.4	-34.5	-0.2	-16.9	-13.8	-23.2	-2.03	3.0	-1.2
COc1ccccc1NS(=O)(=O)c1cccc(C(=O)N/N=C/c2ccccc2OCC(=O)O)c1	-3.6	-42.9	0.5	-10.6	-18.7	-9.6	0.0102	15.8	-0.1
CN(C(=O)Nc1ccccc1)n1cnc2ccccc2c1=O	-5.0	11.6	0.5	-3.2	-24.8	4.9	-1.21	11.1	-0.6
O=C(O)c1ccc(-c2nc(-c3ccccc3)c(-c3ccccc3)[nH]2)cc1	-18.0	i	0.8	28.8	-79.6	6.8	-1.45	22.7	-0.7
CN1c2ccccc2C(O)=C(C(=S)Nc2ccccc2)S1(=O)=O	-8.5	-7.6	0.5	-9.6	-5.4[20 µM]	-39.1	0.00984	5.2	0.4
CC1CCCCN1c1nc(-c2ccncc2)nc2ccccc12 (stereo not drawn)	-7.0	-19.5	-1.2	4.0	2.2	-13.5	-0.928	7.4	-3.0
CC(C)CC(=O)NC(c1cccs1)c1ccc2cccnc2c1O (stereo not drawn)	-11.1	7.6	-0.7	6.5	-16.0	15.1	1.45	.	-0.5
C=CCn1c(Cc2nc3ccc(Cl)cc3[nH]2)n[nH]c1=S	1.3	26.2	0.3	4.3	-25.7	6.0	-0.595	15.3	0.2
Cc1cc(C)c2nc(-c3ccccn3)cc(C(=O)Nc3cc(C)on3)c2c1	-4.8	-217.3	0.9	-6.9	-0.4[20 µM]	-19.7	.	9.4	2.4
O=C(NC(=O)c1ccc(C(F)(F)F)cc1)Nc1ccc(-c2cnco2)cc1	-2.0	-20.8	1.9	-12.0	-20.5	-23.5	-0.766	-9.3	0.6
COCCOC(=O)C1=C(C)Nc2ncnn2C1c1ccc(F)cc1 (stereo not drawn)	-1.4	-12.9	0.3	-12.7	-25.2	-2.2	.	10.7	0.3
O=C(NCc1nc(-c2ccc(C(F)(F)F)cc2)no1)Nc1ccc(F)cc1F	2.5	-24.4	0.9	-13.8	-33.8	-10.6	-0.338	9.4	4.1
COc1ccc(Cn2nc(C)n(N(C)c3ncc(C(F)(F)F)cc3Cl)c2=O)cc1	-1.4	-30.9	0.3	2.8	-11.1[20 µM]	-2.8	-0.419	10.3	-0.6
COc1ccc(C(=O)Nc2nc(-c3cccs3)c(NC(C)=O)s2)cc1	0.8	-52.6	0.5	-6.0	-19.4[20 µM]	5.2	1	7.3	0.5
O=C(CSc1nnc(Nc2ccccc2F)s1)NCc1ccco1	2.8	-69.0	0.1	9.8	-24.4	-6.7	.	6.0	0.0
Cc1ccc(N2C(=O)C(NC(=O)c3ccccc3F)(C(F)(F)F)C3=C2CC(C)(C)CC3=O)cc1 (stereo not drawn)	0.2	-10.1	0.3	-2.1	-22.0	-3.6	0.0417	15.9	0.0
c1ccc(-c2nc3c4ccccc4ccn3c2CN2CCOCC2)cc1	-0.5	-15.9	-1.1	19.4	-22.4	-17.7	0.00124	13.9	-1.9
O=C(Nc1cccc2ccccc12)N1CC=C(c2ccccc2)CC1	-4.7	23.7	0.3	-3.4	-12.4[20 µM]	-5.8	.	12.9	-0.9
O=C(N/N=C/c1cccc([N+](=O)[O-])c1)c1cccc2cc[nH]c12	1.6	-27.5	0.2	-3.6	-26.4	-3.3	.	22.4	-0.2
CC(C)OC(=O)Cn1c(=O)sc2ccccc21	-6.9	-12.4	0.0	-5.3	-16.1	-4.6	0.643	1.5	-0.7
COc1cccc(S(=O)(=O)NCc2ccc(C(=O)Nc3ccc(Cl)c(Cl)c3)cc2)c1	3.2	-5.0	0.3	-14.2	-19.6[20 µM]	-0.4	-0.0396	14.0	0.5

In another format: results already given.
| SMILES | thrombin 1536 | m-calpain inh | TRPML3 agonist | EBV gp42 block | Furin inhibitor | Tb hexokinase | Cl transport mod | PPC-1+TRAIL kill | zfTRPN1 agonist |
| --- | --- | --- | --- | --- | --- | --- | --- | --- | --- |
| O=C(NC(=O)c1ccc(C(F)(F)F)cc1)Nc1ccc(-c2cnco2)cc1 | -2.0 | -20.8 | 1.9 | -12.0 | -20.5 | -23.5 | -0.766 | -9.3 | 0.6 |
| COCCOC(=O)C1=C(C)Nc2ncnn2C1c1ccc(F)cc1 (stereo not drawn) | -1.4 | -12.9 | 0.3 | -12.7 | -25.2 | -2.2 | . | 10.7 | 0.3 |

The list goes on:
SMILES	thrombin 1536	m-calpain inh	TRPML3 agonist	EBV gp42 block	Furin inhibitor	Tb hexokinase	Cl transport mod	PPC-1+TRAIL kill	zfTRPN1 agonist
O=C(CSc1nnc(-c2ccco2)o1)N1CCOCC1	3.3	16.9	0.1	0.9	-26.7	2.4	0.011	19.9	1.8
NC(=O)N1OCC2COc3ccc4ccccc4c3C21 (stereo not drawn)	0.0	11.5	0.8	6.0	-16.4[20 µM]	-6.0	0.424	-5.1	-0.7
Cc1cccc(OCC(=O)NC(Cc2ccccc2)C(=O)O)c1 (stereo not drawn)	-7.9	11.9	-0.1	-10.3	-20.6	-5.2	-0.0658	15.8	0.9
COn1c(SCc2cccnc2)nc2ccccc2c1=O	-5.0	2.0	-0.1	-0.2	-19.7	-5.4	.	5.0	1.5
CCn1nc(C(=O)N2CCc3ccccc3C2)c2ccccc2c1=O	-2.7	-39.2	0.2	-6.3	-19.6	-15.3	-0.832	-13.7	0.8
CC(C)COc1ccc(-c2nnc(-c3ccncc3)o2)cc1	-1.9	-76.4	0.3	-12.6	-4.2	45.1	1.88	13.7	1.1
Cc1ccccc1Nc1nc(N)nc(COC(=O)/C=C/c2ccco2)n1	-23.9	-9.7	0.0	-32.2	-2.7	-8.7	-2.28	4.6	-1.2
O=c1cc(-c2ccco2)nc(-c2cccs2)o1	23.4	11.9	1.0	-22.9	-25.7	-17.0	.	-4.1	0.5
C=CCOc1ccccc1CNCCNC(=O)c1nonc1N	-3.0	-19.0	-0.8	-21.3	-22.3	-2.0	0.339	19.5	1.1
CC(NS(=O)(=O)c1cccc(Cl)c1)C(=O)N(C)C1CCN(C)CC1 (stereo not drawn)	-3.1	8.5	-0.4	-6.4	-11.6	3.7	2.1	-14.7	0.5
CC1=C(C(=O)c2ccccc2)C(c2ccc(O)cc2)NC(=S)N1 (stereo not drawn)	-4.3	25.6	-1.0	-4.8	-0.9	-32.5	.	18.9	-0.4
CCOc1ccc(OCc2nnc(SCC(=O)NC3CCS(=O)(=O)C3)n2-c2ccc(Cl)cc2)cc1 (stereo not drawn)	-7.0	-38.4	0.5	12.7	-7.1	-9.3	-1.02	18.0	-0.7
Cc1ccc(C2=NN(C(=O)c3ccco3)C(O)(C(F)(F)F)C2)cc1 (stereo not drawn)	-7.7	10.3	-1.1	10.3	-8.7	-4.1	1.9	11.3	-2.0
Cc1ccc(-n2c(O)c(C=NCc3ccccn3)c3ccccc3c2=O)cc1C	1.2	-4.0	2.0	-21.5	-13.4	4.1	0.0221	15.8	2.8
O=C1CC(N(O)c2ccccc2)C(=O)N1Cc1ccccc1 (stereo not drawn)	5.1	-1.7	0.9	-16.8	-21.2	3.5	-0.64	14.9	1.7

Single values from the results shown.
`CC1=C(C(=O)c2ccccc2)C(c2ccc(O)cc2)NC(=S)N1` (stereo not drawn) – thrombin 1536: -4.3
`CC(NS(=O)(=O)c1cccc(Cl)c1)C(=O)N(C)C1CCN(C)CC1` (stereo not drawn) – m-calpain inh: 8.5
`Cc1ccc(C2=NN(C(=O)c3ccco3)C(O)(C(F)(F)F)C2)cc1` (stereo not drawn) – thrombin 1536: -7.7
`NC(=O)N1OCC2COc3ccc4ccccc4c3C21` (stereo not drawn) – Cl transport mod: 0.424
`CC(C)COc1ccc(-c2nnc(-c3ccncc3)o2)cc1` – Cl transport mod: 1.88

Next part:
SMILES	thrombin 1536	m-calpain inh	TRPML3 agonist	EBV gp42 block	Furin inhibitor	Tb hexokinase	Cl transport mod	PPC-1+TRAIL kill	zfTRPN1 agonist
COc1ccccc1-c1cn(S(=O)(=O)c2ccc(C)cc2)nc1N	2.5	22.7	-0.9	9.9	-19.4[20 µM]	3.8	-1.23	10.9	-0.8
CN(C)c1ccnc(Nc2ccc(F)cc2)c1C#N	-4.4	-8.2	0.8	-8.2	-29.8	0.4	0.0687	-0.4	1.4
O=C(NC1CCCC1)C(c1ccsc1)N(Cc1ccco1)C(=O)Cc1cccs1 (stereo not drawn)	-1.7	25.4	-0.5	4.2	0.4	2.6	-0.0633	10.3	-1.1
c1ccc(COc2cccc(CNn3cnnc3)c2)cc1	-7.8	-11.6	-0.2	-4.5	-22.3[20 µM]	-2.6	0.918	15.1	0.0
CCOc1ccc2nc(NC(=O)Cn3cnc4c3c(=O)n(C)c(=O)n4C)sc2c1	0.4	0.6	-0.1	-28.9	-14.1	-0.7	1.98	17.5	1.0
O=C(Cn1ncc2c(=O)oc3ccccc3c21)NCCc1ccsc1	-9.3	-14.0	-0.5	-7.2	-9.8	-1.9	0.517	22.4	-0.8
Cc1ccc(C(=O)N/N=C\c2ccc[nH]2)cn1	-5.5	-16.9	1.3	-15.6	-12.7[20 µM]	-66.0	.	14.6	1.7
Cc1c(NC(=O)c2ccc(=O)oc2)c(=O)n(-c2ccccc2)n1C	-4.3	-4.5	0.1	12.8	7.5	-56.9	.	19.2	1.5
COc1ccccc1Nc1nc(N)nc(-c2oc3ccccc3c2C)n1	1.9	-187.2	0.5	-25.7	-16.0[20 µM]	-22.1	.	13.0	0.4
O=C(O)c1cccc(CSc2ncccn2)c1	-20.5	-7.0	0.8	3.4	-17.7[20 µM]	6.8	0.021	46.1	2.4
